# Screens (PubChem)
# MBNL1-CUG inh – qHTS Assay for Inhibitors of MBNL1-poly(CUG) RNA binding; Muscleblind-like protein 1 (Homo sapiens), Q9NR56; TR-FRET MBNL1-His/biotin-(CUG)12 binding, 665/545 ratio; Potency, µM (highest dose often 57.5 µM), without a hit: at the highest dose activity change, negative = inhibition, actives largely listed as inhibitors; 280,000 compounds, 0.036% hits; AID 2675, 2010; active = well fitted inhibition curve with a large enough effect in the signal ratio, with a control signal flat, not every such curve was filed as active; inconclusive = small, poorly fitted or top-dose-only effect, or effect the other way, or a change in a side signal; inactive = no such curve, though single readings can be large or run the other way; the % refers to the signal ratio; note: potency is the fitted concentration of half-maximal effect; % is set by controls: 0 for no effect and ±100 for the full control effect
# Target sequence (Q9NR56 whole entry, looked up): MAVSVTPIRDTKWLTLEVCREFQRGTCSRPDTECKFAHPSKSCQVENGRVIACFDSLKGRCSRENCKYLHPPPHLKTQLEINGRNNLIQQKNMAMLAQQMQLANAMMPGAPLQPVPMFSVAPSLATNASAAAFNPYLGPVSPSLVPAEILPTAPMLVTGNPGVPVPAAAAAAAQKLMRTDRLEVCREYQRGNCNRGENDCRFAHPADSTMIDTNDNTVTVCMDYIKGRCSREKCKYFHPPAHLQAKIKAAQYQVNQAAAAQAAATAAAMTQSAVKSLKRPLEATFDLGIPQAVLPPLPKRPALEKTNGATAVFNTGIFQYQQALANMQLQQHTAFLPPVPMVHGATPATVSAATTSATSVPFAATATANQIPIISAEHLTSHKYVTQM
#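 Inhibition of protein-RNA binding appears as loss of TR-FRET between terbium anti-His antibody on MBNL1-His and streptavidin-XL665 on biotin-(CUG)12. Activity is normalized to buffer-only and uninhibited-complex controls.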
# Chronic BCR inh – qHTS Assay to Find Inhibitors of Chronic Active B-Cell Receptor Signaling; 340,000 compounds, 0.05% hits; Potency, µM (titrated, usually from 46.1 µM), for the others: at the highest dose ratio change, negative = lower green/red ratio, hits mostly inhibitors; ABC-DLBCL IkBa-CBG/CBR reporter, luminescence ratio, 4 h; active = well fitted inhibition curve with a large enough effect in the signal ratio, with a control signal flat, not every such curve was filed as active; inconclusive = small, poorly fitted or top-dose-only effect, or effect the other way, or a change in a side signal; the % refers to the signal ratio;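 note: potency is the fitted concentration of half-maximal effect; plate controls were basal doxycycline-induced cells for no effect and cells given 10 µM MG132 for full effect; MG132 reads +100%, hits lower the ratio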
#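 TMD8 ABC-DLBCL cells carrying doxycycline-inducible green luciferase fused to IkappaBalpha plus unfused red luciferase were exposed to compounds (up to 46 uM) for 4 hrs at 37C. Activity came from the overlap-corrected green/red luminescence ratio.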
# S-ASM inh – Inhibitors of Secretory Acid Sphingomyelinase (S-ASM): qHTS; Sphingomyelin phosphodiesterase (Homo sapiens), P17405; Potency, µM (doses to about 57.5 µM), inactives show top-dose activity change, negative = inhibition, actives largely listed as inhibitors; placental ASM, HMU-PC fluorogenic substrate, 60 min; 340,000 compounds, 0.006% hits; note: potency is the fitted concentration of half-maximal effect
#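 Human placenta-derived ASM enzyme was preincubated with compound for 10 minutes at room temperature, then given fluorogenic substrate HMU-PC0 (9 uM final) for 60 minutes at 37 °C; a pH 10 stop preceded fluorescence reading at Ex 386/Em 447 nm.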
# Mito fusion yeast – qHTS Assay for Small Molecule Inhibitors of Mitochondrial Division or Activators of Mitochondrial Fusion. Potency, µM (series often up to 46.1 µM), for the others: at the top dose growth rescue (activation), hits mostly activators. 320,000 compounds, 0.23% hits. S. cerevisiae fusion-defective mutant growth rescue, CellTiterGlo 48 h. AID 485298, 2010;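 note: potency is the fitted concentration of half-maximal effect; % of control where 0% means no effect; nearly all actives have a fitted effect of over 45% in size; temperature-sensitive fusion mutants such as fzo1-1 at 37 °C on non-fermentable ethanol glycerol medium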
#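 Temperature-sensitive fusion-defective S. cerevisiae (e.g. fzo1-1, mgm1-5) were grown with compound in YPEG medium (3% ethanol, 3% glycerol) for 48 hours at 37C. Growth rescue was measured as viability by CellTiterGlo luminescence after 10 minutes at ambient.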
# USP2a block – qHTS Assay for Inhibitors of Ubiquitin-specific Protease USP2a Using CHOP2 as the Reporter. Potency, µM (doses to about 38.3 µM), for inactives: at the highest dose activity change, negative = inhibition, actives largely listed as inhibitors. AID 463254, 2010. Ubiquitin carboxyl-terminal hydrolase 2 (Homo sapiens), O75604. 330,000 compounds, 0.01% hits. USP2 core, Ub-CHOP2 coupled fluorogenic reporter, 485/531;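 note: potency is the fitted concentration of half-maximal effect; plate controls were DMSO wells for no effect and full inhibition by NEM control for full effect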
#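 Cell-free coupled assay: 10nM USP2 core preincubated 30min RT with compound in Tris-HCl pH 8.0/CaCl2/CHAPS buffer, then 25nM Ub-CHOP2 and 25nM reporter substrate; fluorescence (Ex 485/Em 531) read after 60min RT, normalized to NEM inhibition, concentration-response curves fitted.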
# TSHR antag – Antagonists of the Thyroid Stimulating Hormone Receptor: HTS campaign. TSHR-expressing cells, TSH-stimulated cAMP HTRF, 2 h; active compounds read low. activity change, negative = inhibition, % at 11.5 µM. 330,000 compounds, 0.2% hits. AID 504810, 2011;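 active = activity change below a set negative limit, meaning inhibition stronger than a set level, cut at about -70% in these data; inconclusive = activity change between two set negative limits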; note: % is set by controls: 0 for no effect and ±100 for the full control effect
#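 Antagonism was scored as loss of TSH-driven cAMP in TSHR cells, stimulated with 4nM TSH (EC80) for 2 hours at 37 deg C and detected by homogeneous HTRF competition immunoassay.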
# PKM2 activator – qHTS Assay for Activators of Human Muscle isoform 2 Pyruvate Kinase; Pyruvate kinase PKM (Homo sapiens), P14618; purified PKM2, Kinase-Glo ATP luminescence, activation; response scale: 0% is enzyme alone, no compound; Potency, µM (doses to about 57.5 µM), for the others: at the top dose activation, hits mostly activators; 260,000 compounds, 0.34% hits; AID 1631, 2009; note: potency is the fitted concentration of half-maximal effect; % is set by controls: 0 for no effect and ±100 for the full control effect; nearly all actives have a fitted effect of over 55% in size
#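 Purified hPK-M2 (>95%) run at intermediate activity with 0.1 mM ADP and 0.5 mM PEP in 50 mM imidazole pH 7.2, KCl, MgCl2; 1 h room temperature. ATP formed read by Kinase-Glo luminescence; normalized to uninhibited and no-enzyme controls.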
# KCNH2 WT inh – qHTS for Inhibitors of KCHN2 3.1: Wildtype qHTS. U2OS, BacMam KCNH2, thallium flux FluxOr; active compounds read low. activity change, % at 1.84 µM. 340,000 compounds, 0.37% hits;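 active = maximum activity change below -70%; inconclusive = maximum activity change between -70% and -50%; inactive = maximum activity change above -50%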; note: % is set by controls: 0 for no effect and ±100 for the full control effect
#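 U2OS cells transduced with wild-type KCNH2 virus are loaded with FluxOr dye for 45 min, and thallium flux is measured in kinetic reads before and after stimulation buffer. Rate constants are normalized to DMSO controls.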
# Menin MLL FP TR – qHTS Assay for Inhibitors Targeting the Menin-MLL Interaction in MLL Related Leukemias: Competition With Texas Red Labeled MLL-derived Mutant Peptide | AID 1768, 2009 | Menin + Texas Red MLL mutant peptide, fluorescence polarization | 270,000 compounds, 0.23% hits | Potency, µM (series often up to 61.6 µM), inactives show at the highest dose FP activity change, negative = inhibition, hits mostly inhibitors | O00255; active = well fitted inhibition curve with a large enough effect in the polarisation, with a control signal flat, not every such curve was filed as active; inconclusive = small, poorly fitted or top-dose-only effect, or effect the other way, or a change in a side signal; inactive = no such curve, though single readings can be large or run the other way; the % refers to the polarisation; note: potency is the fitted concentration of half-maximal effect; % of control where 0% means no effect; many of its hits are not listed in these tables
# GALK inh – qHTS Assay for Inhibitors of Human Galactokinase (GALK); Purified GALK, Kinase-Glo residual ATP luminescence; Potency, µM (titrated, usually from 57.5 µM), for the others: top-dose activity change, negative = inhibition, hits mostly inhibitors; 270,000 compounds, 0.007% hits; AID 1868, 2009; note: potency is the fitted concentration of half-maximal effect; % is set by controls: 0 for no effect and ±100 for the full control effect
# Target sequence (P51570 whole entry, looked up): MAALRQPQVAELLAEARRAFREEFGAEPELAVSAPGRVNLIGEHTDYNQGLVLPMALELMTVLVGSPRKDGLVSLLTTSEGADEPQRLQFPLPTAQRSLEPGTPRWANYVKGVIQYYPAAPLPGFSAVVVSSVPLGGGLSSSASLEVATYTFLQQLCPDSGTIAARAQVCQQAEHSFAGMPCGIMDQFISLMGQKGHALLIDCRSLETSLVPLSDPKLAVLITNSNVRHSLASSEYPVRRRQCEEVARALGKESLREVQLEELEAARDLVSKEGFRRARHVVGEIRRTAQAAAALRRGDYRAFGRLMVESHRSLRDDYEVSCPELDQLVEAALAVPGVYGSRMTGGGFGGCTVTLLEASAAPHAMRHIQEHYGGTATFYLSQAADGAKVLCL
#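 Kinase-Glo Plus luminescence measured ATP left after a 1 h room-temperature reaction. The reaction used 5 nM GALK, 100 uM galactose and 35 uM ATP at pH 8.0 (20 mM HEPES, 5 mM MgCl2, 60 mM NaCl, 1 mM DTT, 0.01% BSA).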
# Eya2 inh – qHTS Assay for Inhibitors of the Phosphatase Activity of Eya2 | Protein phosphatase EYA2 (Homo sapiens), O00167 | recombinant Eya2, OMFP fluorescence dephosphorylation (OMFP is methylfluorescein phosphate) | Potency, µM (top dose mostly 76.9 µM), without a hit: at the highest dose activity, negative = inhibition, hits mostly inhibitors | 330,000 compounds, 0.006% hits | AID 488837, 2010; note: potency is the fitted concentration of half-maximal effect; % is set by controls: 0 for no effect and ±100 for the full control effect
#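 Eya2 (0.2 uM) preincubated 10 min at ambient with compound, then OMFP substrate added at 50 uM; 10 min reaction in 50 mM HEPES pH 7.5, 50 mM NaCl, 5 uM MgCl2, 0.05% BSA, 1 mM DTT. Fluorescence read at Ex 485/Em 525 nm.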
# Numbers without * were called inactive; ? = inconclusive; · = not tested or not shown; & = joins results of further samples; [ ] = dose if it differs, or a comment. Unless noted, calls come from the whole dose curve; as a rule, active = well fitted curve in the direction sought with a large enough effect; inconclusive = small, poorly fitted or top-dose-only effect, or another doubt; inactive = no such curve, though single readings can be large; an effect the other way counts as inactive or inconclusive.
SMILES,MBNL1-CUG inh,Chronic BCR inh,S-ASM inh,Mito fusion yeast,USP2a block,TSHR antag,PKM2 activator,KCNH2 WT inh,Menin MLL FP TR,GALK inh,Eya2 inh
COc1ccccc1CNC(=O)CCN1C(=O)COc2ccccc21,-10%,?,0%,0%,1%,2,-1%,-4,5%,2%,-3%
Cc1nn(C)cc1C(=O)/C=C/c1ccc([N+](=O)[O-])cc1,14%,-8%,1%,-6%,-4%,1,1%,-4,16%,-1%,-9%
Cc1cc(C)cc(N(CCC#N)C(=O)CSc2ncnc3sccc23)c1,·,?,-3%,1%,0%,4,·,-11,·,·,-16%
COc1ccccc1C(=O)N/C(=C\c1ccc(Br)cc1)C(=O)NCC(=O)O,·,6%,9%,-3%,0%,5,-3%,16,-10%,1%,-2%
CC(C)(C)c1ccc(C(=O)c2c[nH]c(C(=O)NCCCn3ccnc3)c2)cc1,-5%,0%,-1%,0%,2%,21,3%,2,2%,0%,2%
Cc1cc(-c2nnc(CCC(=O)NC(C)c3ccccc3Cl)o2)no1 (stereo not drawn),4%,0%,1%,3%,2%,7,5%,5,4%,1%,-2%
O=C(CSc1ncccn1)N1CCN(C(=O)CSc2ncccn2)CC1,?,-1%,4%,-2%,0%,0,0%,-5,3%,-1%,0%
CCCCOC(=O)C1=C(C)Nc2ncnn2C1c1ccc(OCC)c(OC)c1 (stereo not drawn),-2%,-6%,173%[activator],-1%,2%,-2,1%,10,10%,-1%,-3%
NC(=O)c1c(NC(=O)c2ccccc2C(=O)O)sc2c1CCCC2,5%,?,5%,0%,-1%,-8,2%[11.5 µM],-9,-5%,-2%,6%
COc1ccc(-c2ccc3c(c2)S(=O)(=O)c2cccc(C(=O)NC4CCCCC4)c2C3=O)cc1OC,·,-15%,-2%,5%,0%,65,·,-7,·,·,-9%
CN(c1ccc(C(=O)NC2CCCC2)cc1)S(=O)(=O)c1ccccc1,-6%,6%,-2%,8%,0%,5,13%,15,-5%,-1%,1%
CN1CCN(c2ccccc2NC(=O)COc2ccc(C3CCCCC3)cc2)CC1,-11%,1%,-10%,-26%,1%,-5,2%,-5,?,-8%,10%
[O-]/[N+](=C\c1cccc(Br)c1)c1ccccc1,-14%,1%,0%,-12%,5%,31,-6%,-15,-7%,0%,-1%
Cc1ccc(/C(O)=C2\C(=O)C(=O)N(C)C2c2cccc([N+](=O)[O-])c2)cc1 (stereo not drawn),?,2%,-7%,4%,4%,3,0%,-3,25%,-5%,11%
CC(C)(C)c1ccc(NC(=O)COC(=O)CCN2C(=O)c3cccc([N+](=O)[O-])c3C2=O)cc1,26%,-12%,-5%,-3%,2%,1,0%,-13,-1%,0%,-1%
CCOC(=O)c1sc(NC(=O)Cc2ccc(F)cc2)nc1C,39%[activator],?,2%,28%,1%,-29,21%,-12,?,0%,0%
Cc1ccc(N2CN(CCc3ccccc3)CNC2=S)cc1,·,1%,-1%,2%,3%,-10,1%,-3,·,0%,-12%
O=C(N/N=C/c1cccs1)C(O)c1ccccc1 (stereo not drawn),23%,?,2%,-2%,-2%,-3,-2%,3,·,-1%,14%
CCCC12CN3CC(C)(CN(C1)C3c1ccco1)C2=O (stereo not drawn),-12%,2%,1%,-1%,-4%,9,3%,8,2%,1%,0%
CCCCCC1CC(=O)N(Cc2ccccc2)C(=O)N1 (stereo not drawn),-7%,6%,2%,3%,0%,30,7%,-16,?,-1%,10%
CCCCNC(=O)C(c1ccc(OCC(=O)OC)c(C(=O)OC)c1)N(CCc1ccccc1)C(=O)CCCCCN1C(=O)NC(c2ccc(-c3ccccc3)cc2)C(C(=O)OCc2ccccc2)=C1C (stereo not drawn),-6%,-1%,·,4%,10%,0,-4%&-4%,·,-18%,5%,0%
Cc1ccc(NC(=O)[C@@H](CC(C)C)NC(=O)[C@@H]2Cc3ccccc3CN2)cc1,0%,?,6%,-14%,2%,-5,0%,5,-10%,11%,-8%
O=C(Nc1ccc(Cl)cc1)C(c1ccccc1)N(CCO)CCO (stereo not drawn),-7%,8%,-3%,-4%,1%,-1,2%,5,0%,4%,7%
Cc1ccc(C(=O)COC(=O)c2cnccn2)cc1,-12%,0%,-1%,-1%,-1%,7,10%,-12,5%,0%,-5%
COc1cc(Br)cc(Br)c1OCC(=O)N/N=C/c1c(C)n(C)n(-c2ccccc2)c1=O,1%,-2%,0%,0%,2%,-2,·,-7,·,0%,-17%
CC(=O)N1CCOc2ccc(S(=O)(=O)N3CCCCC3)cc21,3%,10%,1%,32%,-6%,1,·,-5,9%,8%,7%
NC[C@@H]1O[C@H](O[C@H]2[C@@H](O)[C@H](O[C@@H]3[C@@H](O)[C@H](N)C[C@H](N)[C@H]3O[C@H]3O[C@H](CO)[C@@H](O)[C@H](O)[C@H]3N)O[C@@H]2CO)[C@H](N)[C@@H](O)[C@@H]1O,1%,4%,·,-4%,6%,6,0%,·,-17%,-1%,9%
Cc1ccc(C(=O)Nn2c(O)c(C=C3N=c4ccccc4=N3)sc2=S)cc1,-7%,?,-18%,1%,0%,44,4%,-5,?,-9%,11%
CCc1cc(Cn2nc(-c3ccccc3C)cc2C(=O)O)on1,·,-10%,7%,-8%,4%,-14,·,1,·,·,1%
O=C(COC(=O)C1CCN(C(=O)c2ccc(Cl)cc2)CC1)Nc1ccccc1F,·,1%,-4%,7%,-1%,-16,·,29,·,·,-28%

# Copied from the results shown for reference:
SMILES,MBNL1-CUG inh,Chronic BCR inh,S-ASM inh,Mito fusion yeast,USP2a block,TSHR antag,PKM2 activator,KCNH2 WT inh,Menin MLL FP TR,GALK inh,Eya2 inh
CCc1cc(Cn2nc(-c3ccccc3C)cc2C(=O)O)on1,·,-10%,7%,-8%,4%,-14,·,1,·,·,1%
O=C(COC(=O)C1CCN(C(=O)c2ccc(Cl)cc2)CC1)Nc1ccccc1F,·,1%,-4%,7%,-1%,-16,·,29,·,·,-28%

# An excerpt of these results, with two lines to a compound:
# Values run as follows: MBNL1-CUG inh | Chronic BCR inh | S-ASM inh | Mito fusion yeast | USP2a block | TSHR antag | PKM2 activator | KCNH2 WT inh | Menin MLL FP TR | GALK inh | Eya2 inh
Cc1nn(C)cc1C(=O)/C=C/c1ccc([N+](=O)[O-])cc1
    14% | -8% | 1% | -6% | -4% | 1 | 1% | -4 | 16% | -1% | -9%
Cc1cc(C)cc(N(CCC#N)C(=O)CSc2ncnc3sccc23)c1
    · | ? | -3% | 1% | 0% | 4 | · | -11 | · | · | -16%
COc1ccccc1C(=O)N/C(=C\c1ccc(Br)cc1)C(=O)NCC(=O)O
    · | 6% | 9% | -3% | 0% | 5 | -3% | 16 | -10% | 1% | -2%

# An excerpt; rates above refer to the full screens.
